# High-throughput results (PubChem)
# Pf growth 48h = P. falciparum growth inhibition at 48 hours (one generation). P. falciparum luciferase growth in erythrocytes, 48 h. Potency, µM (top dose mostly 28.7 µM), for inactives: at the top dose activity change, negative = inhibition, hits mostly inhibitors. 310,000 tested, 5.9% active. AID 504832
#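 Compounds are pin-transferred into medium, infected erythrocytes (2% hematocrit, 0.1% parasitemia final) are added, and plates sit one parasite generation at 37 C in 5% CO2. Detection reagent is then added and luminescence measured.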
# Pf growth 96h = P. falciparum growth inhibition at 96 hours; AID 504834; 320,000 tested, 6.9% active; Potency, µM (top dose mostly 28.7 µM), for inactives: at the top dose activity change, negative = inhibition, actives largely listed as inhibitors; P. falciparum luciferase reporter growth, 96 h
#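 Parasite growth measured via integrated firefly luciferase reporter in P. falciparum. Infected erythrocytes at 2% hematocrit, 0.05% parasitemia final were treated 96 hours at 37 C under 5% CO2, and luminescence was read.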
# TbPYK inhibitor = blocks Trypanosoma brucei pyruvate kinase; Q57TT1; TbPYK enzyme, Kinase-Glo Plus ATP luminescence, 45 min; Potency, µM (titrated, usually from 76.8 µM), without a hit: at the top dose activity, negative = inhibition, usual class: inhibitors; 410,000 tested, 0.12% active; further: nearly all actives have a fitted effect of over 50% in size
#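 Assay buffer: 50 mM TEA pH 7.2, 100 mM KCl, 10 mM MgCl2, 0.05% BSA, 0.01% Tween-20. Pyruvate kinase from T. brucei plus substrate met compound, then ADP (130 uM final). Luminescence was read post 45 min RT.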
# LmPK inh = LmPK (Leishmania mexicana) enzyme inhibition | Potency, µM (highest dose often 57.5 µM), without a hit: at the highest dose activity change, negative = inhibition, hits mostly inhibitors | 290,000 tested, 0.37% active | Q27686 | purified LmPK, Kinase-Glo ATP luminescence, 1 h
# Target sequence (Q27686 whole entry, looked up): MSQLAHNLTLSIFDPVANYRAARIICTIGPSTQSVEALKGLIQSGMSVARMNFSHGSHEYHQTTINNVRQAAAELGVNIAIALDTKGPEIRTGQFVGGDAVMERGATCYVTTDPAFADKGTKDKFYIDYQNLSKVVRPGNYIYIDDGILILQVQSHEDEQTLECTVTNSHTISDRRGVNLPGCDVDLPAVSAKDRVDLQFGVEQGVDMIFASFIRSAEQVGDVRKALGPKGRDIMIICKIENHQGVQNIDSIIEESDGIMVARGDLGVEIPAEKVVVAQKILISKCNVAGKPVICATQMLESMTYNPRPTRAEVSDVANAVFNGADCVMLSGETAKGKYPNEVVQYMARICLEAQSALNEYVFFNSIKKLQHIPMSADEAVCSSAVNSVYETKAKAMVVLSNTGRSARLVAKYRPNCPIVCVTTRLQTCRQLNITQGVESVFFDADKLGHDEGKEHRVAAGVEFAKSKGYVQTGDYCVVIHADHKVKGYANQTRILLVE
#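 Purified LmPK (0.1 nM) converted ADP (0.1 mM) to ATP with PEP (0.5 mM) in imidazole buffer pH 7.2 with KCl and MgCl2, 1 h at room temperature. ATP was read by Kinase-Glo luminescence; data normalized to uninhibited and no-enzyme controls.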
# HCV inh = blocks hepatitis C virus | Huh7.5.1 HCVcc-Cre infection, luciferase reporter, 44 h | Potency, µM (series often up to 41.8 µM), for the others: top-dose activity change, negative = inhibition, most hits filed as inhibitors | 340,000 tested, 3.4% active | AID 651820
#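 HCVcc-Cre virus at an moi near 0.5 was added right after compound to cells cultured 4 h from seeding (1,000 cells/well). Luciferase activity was determined 44 h later, 15 min after substrate addition at RT.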
# Sm TGR block = blocks Schistosoma mansoni thioredoxin glutathione reductase | Potency, µM (top dose mostly 114 µM), without a hit: at the top dose activity change, negative = inhibition, hits mostly inhibitors | Q962Y6 | 360,000 tested, 3% active | purified TGR, DTNB reduction, TNB absorbance 405 nm; further: nearly all actives have a fitted effect of over 60% in size
#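 Kinetic colorimetric format: TGR-catalysed, NADPH-driven DTNB reduction monitored via TNB absorbance. Enzyme dispensed at 20 nM; compound exposure 15 min at room temperature before reaction start.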
# Starred values were filed as active, the others as inactive; ? = inconclusive; . = not tested or not shown; & = joins results of further samples; [ ] = another dose, or the depositor's remark. The call rests on the fitted dose curve; in most records, active means well fitted curve in the direction sought with a large enough effect; inconclusive means small, poorly fitted or top-dose-only effect, or another doubt; inactive means no such curve, though single readings can be large; an effect the other way counts as inactive or inconclusive. On the % scale 0 is the no-effect control and ±100 the full control effect; potency means the concentration at half of the fitted maximal effect. Not a hit list; 16% or so of the library scored in one or more.
# Key to letters – A = Pf growth 48h; B = Pf growth 96h; C = TbPYK inhibitor; D = LmPK inh; E = HCV inh; F = Sm TGR block
> CC1CN(C(=O)c2ccc(S(=O)(=O)Nc3cccc(C(F)(F)F)c3)cc2)CC(C)O1 (stereo unspecified)
  A: 6%	B: 6%	C: -5%	D: .	E: 6%	F: -8%

> Cn1cccc1/C=N/NC(=O)Cc1cccc2ccccc12
  A: -3%	B: 46%[activator]	C: 1%	D: 13%	E: ?	F: -5%

> CCCn1c(SCC(=O)NC2CCCCC2)nnc1-c1ccco1
  A: -12%	B: -6%	C: 1%	D: 0%	E: 11%	F: 2%

> O=C(N/N=C/c1c[nH]c2ccccc12)c1cc(-c2cccc3ccccc23)n[nH]1
  A: 1%	B: -9%	C: 1%	D: 4%	E: ?	F: -10%

> CC1CCN(C(=O)CSc2nc3[nH]ncc3c(=O)[nH]2)CC1
  A: 24%	B: -17%	C: -2%	D: -2%	E: 2%	F: -11%

> Cc1cccc(C(=O)N[C@H](C(=O)Nc2ncc(C)s2)C(C)C)c1
  A: ?	B: ?	C: 2%	D: 0%	E: ?	F: 1%

> CN1CCN(CCCNC(=O)c2ccc(/C=C3/Sc4ccccc4N(Cc4cccc(Cl)c4)C3=O)cc2)CC1
  A: ?	B: ?	C: 0%	D: -5%	E: ?	F: 2%

> O=C(Cc1c(F)cccc1Cl)Nc1ccncc1
  A: 0%	B: 6%	C: 3%	D: 0%	E: -1%	F: -10%

> CSc1nc(Oc2ccc(=O)[nH]n2)nc(N(C)C)n1
  A: 20%	B: .	C: 2%	D: -2%	E: 12%	F: -17%

> O=c1c(C/C=C/c2ccccc2)c(O)ccn1Cc1cccc(Cl)c1
  A: 4%	B: 5%	C: 1%	D: 1%	E: 23%	F: -2%

> CC1CC(C)CN(C(=O)c2ccc(N3CC4CC(C3)c3cccc(=O)n3C4)c([N+](=O)[O-])c2)C1 (stereo unspecified)
  A: -16%	B: ?	C: 4%	D: 2%	E: 1%	F: -15%

> COC(=O)c1ccc(C(=O)OCCCc2nc3ccc(N)cc3[nH]2)cc1
  A: ?	B: -24%	C: -11%	D: 4%	E: 11%	F: -21%

> COc1ccc(-n2c(CNC(=O)COc3ccc(Cl)cc3)n[nH]c2=S)cc1
  A: ?	B: 38%[activator]	C: ?	D: 3%	E: 20%	F: 8%

> COCCNC(=O)Nc1ccc2c(c1)N(C)C(=O)c1ccccc1S2
  A: -10%	B: 34%[activator]	C: 2%	D: -1%	E: 3%	F: 8%

> CCOC(=O)N1CCC(c2[nH][nH]c(=O)c2C)CC1
  A: .	B: 2%	C: 1%	D: 5%	E: 9%	F: -27%

> O=C(N/N=C/c1cc([N+](=O)[O-])ccc1O)c1cccc2ccccc12
  A: 13µM*	B: 27%	C: .	D: 0%	E: .	F: 17%

> CCN(CC(=O)Nc1c(C(=O)OC)[nH]c2ccc(Cl)cc12)c1ccc2c(c1)OCO2
  A: 13µM*	B: ?	C: -5%	D: -5%	E: 11µM*	F: 0%

> CCOC(=O)N1CCN(C(=O)c2ccc3c(c2)N(Cc2ccc(C)cc2)CCS3)CC1
  A: 13µM*	B: 37%	C: 0%	D: 0%	E: 13µM*	F: -18%

> Cc1ccc(S(=O)(=O)Nc2ccnc(-c3cccnc3)n2)cc1
  A: 11%	B: 17%	C: 2%	D: 2%	E: 4%	F: 2%

> Cc1ccccc1OCCn1c(S(=O)(=O)O)nc2c(N)ncnc21
  A: 6%	B: 24%	C: 20%	D: 8%	E: 13%	F: -7%

> Cc1ccc(C)c(NC(=O)c2cc(=O)c3ccccc3o2)c1
  A: 117%[activator]	B: 13µM*	C: -1%	D: -1%	E: 17%	F: -3%

> O=C(COC(=O)Cc1ccccc1F)Nc1ccc(F)cc1F
  A: -24%[5.75 µM]	B: 43%[activator]	C: -2%	D: -1%	E: 11%	F: 5%

> N#C/C(=C/c1ccncc1)c1nc2ccccc2c(=O)[nH]1
  A: ?	B: ?	C: 1%	D: 6%	E: 8%	F: -17%

> O=C(NNC(=S)NCc1ccccc1)c1cccnc1
  A: ?	B: 2.1µM*	C: -5%	D: 3%	E: 13%	F: 2%

> O=C(NCC1CCC(C(=O)O)CC1)OCc1ccccc1 (stereo unspecified)
  A: 42%[activator]	B: 53%[activator]	C: -4%	D: -1%	E: 37%[activator]	F: -19%

> O=C(Nc1ncc(Cc2cccc(Cl)c2)s1)c1cccs1
  A: -5%	B: 0%	C: 9%	D: -1%	E: 22µM*	F: -22%

> CC1CCCN(S(=O)(=O)c2cnc[nH]2)C1 (stereo unspecified)
  A: -5%	B: 15%	C: 2%	D: 5%	E: 14%	F: 1%

> CCSc1nnc(NC(=O)C2CCCCC2C(=O)OCC(F)(F)C(F)F)s1 (stereo unspecified)
  A: 3%	B: 1%	C: 3%	D: 3%	E: 6%&17%	F: 3%

> O=C(c1cccc(N2C(=O)C3C4C=CC(C4)C3C2=O)c1)N1CCCCCC1 (stereo unspecified)
  A: .	B: 6%	C: -7%	D: -7%	E: 20%	F: 0%

> O=C(NCc1ccco1)c1ccc(Cn2cc([N+](=O)[O-])cn2)o1
  A: 8%	B: .	C: -4%	D: -2%	E: 5%	F: 51%[activator]

> NC(Cc1ccc(O)cc1)c1cn([C@@H](CCC(=O)O)C(=O)N2CCNCC2)nn1 (stereo partly specified)
  A: 3%	B: 0%	C: 3%	D: 2%	E: 29%	F: -9%

> CCc1ccc(C(=O)NNc2ccc(F)cc2F)cc1
  A: 22%	B: 27%	C: 4%	D: 2%	E: ?	F: -14%

> CC(=O)N1CCN(c2ccc(NC(=O)c3ccc4c(c3)OCCO4)cc2Cl)CC1
  A: 20%	B: 18%	C: 2%	D: 1%	E: -5%	F: 36%[activator]

> CCCN1CCN(CC(=O)Nc2nnc(CC)s2)CC1
  A: 16%	B: ?	C: 7%	D: 2%	E: 5%	F: 6%

> CC(C)(C)c1ccc(C(=O)CCCN2CCC(OC(c3ccccc3)c3ccccc3)CC2)cc1
  A: 9.5µM*	B: 7.6µM*	C: -2%	D: .	E: .	F: .

> Cc1cc(-c2nnc(SCC(=O)Nc3ccc(Br)cc3F)n2N)n[nH]1
  A: -14%	B: ?	C: -16%	D: 7%	E: 8%	F: -6%

> CC(=O)Oc1ccc(N(C(C)=O)S(=O)(=O)c2ccc3ccccc3c2)cc1Br
  A: -13%	B: 18%	C: -3%	D: -8%	E: ?	F: -27%

> CCCCOC(=O)/C=C\C(=O)OCCCC
  A: 35%[activator]	B: 7%	C: 2%	D: 2%	E: 8%	F: ?

> CCN(CC)S(=O)(=O)c1cccc(-c2nnc(SCC(N)=O)n2C)c1
  A: -3%	B: ?	C: -4%	D: -6%	E: 3%	F: 1%

> O=C(O)C1C2CCC(O2)C1C(=O)Nc1ccc(F)c(Cl)c1 (stereo unspecified)
  A: 9%	B: 12µM*	C: 7%	D: -8%	E: 9%	F: 4%

> CCS(=O)(=O)c1ccc(N)cc1
  A: 13%	B: 40%	C: -2%	D: 0%	E: 18%	F: 1%

> CCN1CCN(CC(=O)NC2CCCCC2)C(=O)C1=O
  A: 20%	B: 3%	C: 2%	D: 0%	E: 7%	F: 6%

> COc1ccc(-c2cc(-c3ccccc3)n[nH]2)c(O)c1
  A: -22%	B: 23%	C: -4%	D: 1%	E: -28%	F: .

> O=C(O)c1ccc(Nc2ccc(Cl)c(Cl)c2)c([N+](=O)[O-])c1
  A: 36%[activator]	B: ?	C: 7%	D: -1%	E: 7%	F: 4%

> CCOCc1c(C(=O)Nc2ccccc2N2CCN(C)CC2)oc2ccccc12
  A: ?	B: 13µM*	C: 1%	D: .	E: 11µM*	F: -1%

> COc1ccc(N(CC(=O)Nc2ccc(C)c(C)c2)C2=NC3CS(=O)(=O)CC3S2)cc1 (stereo unspecified)
  A: -1%	B: ?	C: -2%	D: -6%	E: 21%	F: -3%

> CC(=O)N1CCN(CC(C)(C)NS(=O)(=O)c2ccc(C)cc2)CC1
  A: 7%	B: -27%	C: 3%	D: -11%	E: 3%	F: -17%

> Cc1ccc(C(=O)NNC(=O)CSc2nnc(-c3ccncc3)n2-c2ccc(C)cc2)cc1
  A: ?	B: -22%	C: .	D: -23%	E: .	F: 0%

> CN(Cc1ccccn1)C(=O)CC1C(=O)NCCN1Cc1cccc(Oc2ccccc2)c1 (stereo unspecified)
  A: -21%	B: ?	C: -2%	D: 8%	E: -24%	F: 50µM*

> Cc1ccc(Nc2nnc(-c3ccc4c(c3)OCO4)o2)c(C)c1
  A: 40%[activator]	B: 52%[activator]	C: -20%	D: 6%	E: -8%	F: -5%

> CCc1ccc(O)c(CNCCNCc2cc(CC)ccc2O)c1
  A: 6.6µM*	B: 5.9µM*	C: -4%	D: .	E: ?	F: 3%

> CCc1nc(SCC(=O)Nc2c(C)nn(C)c2C)c2cnn(-c3ccccc3)c2n1
  A: -17%	B: -22%	C: .	D: 2%	E: .	F: -17%

> Cc1cccc[n+]1CC(=O)c1ccc2c(c1)OCCO2
  A: -25%	B: ?	C: 0%	D: -2%	E: 27%	F: -15%

> COc1cccc(CNC(=O)CCCc2cn(C)c3ccccc23)c1
  A: .	B: -17%	C: -1%	D: -3%	E: -22%	F: 7%

> NC(=O)c1nsc(C(=O)N(c2ccccc2)C(C(=O)NCC2CCCO2)c2ccc(F)cc2)c1N (stereo unspecified)
  A: -16%	B: -3%	C: 0%	D: 2%	E: 4%	F: -1%

> COc1ccc(CCNC(=O)CCC(=O)Nc2ccccc2[N+](=O)[O-])cc1OC
  A: -1%	B: -16%	C: 1%	D: 0%	E: 15%	F: 5%

> COc1cc(OC)cc(C(=O)NCC(=O)OCC(=O)Nc2cc(S(C)(=O)=O)ccc2Cl)c1
  A: -1%	B: 18%	C: -5%	D: 3%	E: 15%	F: 3%

> Cc1nnc(SCC(=O)N2CCN(c3ccccc3F)CC2)n1C1CC1
  A: 0%	B: 12%	C: -6%	D: .	E: 21%	F: 6%

> COc1ccc(-c2oc3ncn(Cc4ccco4)c(=N)c3c2-c2ccc(OC)cc2)cc1
  A: ?	B: 6.6µM*	C: 5%	D: -5%	E: ?	F: 14%

> O=C(c1cccs1)n1nc(-c2cccnc2)nc1NCc1ccco1
  A: 14%	B: 29%	C: -5%	D: -2%	E: 5%	F: -16%

# (more compounds)
# Key to letters – A = Pf growth 48h; B = Pf growth 96h; C = TbPYK inhibitor; D = LmPK inh; E = HCV inh; F = Sm TGR block
> COc1ccc(CNC(=O)C[C@H]2C(=O)N(CCc3ccccc3)C[C@@H]2Cc2ccccc2)cc1
  A: 11%	B: 0%	C: 0%	D: -2%	E: -23%	F: -8%

> CCC(=O)NCCC1CCc2ccc3c(c21)CCO3 (stereo unspecified)
  A: -1%	B: -18%	C: -3%	D: .	E: .	F: .

> CN(C)S(=O)(=O)NCCNc1ccc(C(F)(F)F)cc1[N+](=O)[O-]
  A: 14%	B: ?	C: -23%	D: 5%	E: ?	F: 16%

> N#Cc1nc(COc2ccccc2F)oc1NCCc1ccccc1
  A: 6%	B: ?	C: 0%	D: 6%	E: ?	F: -34%

> CC(=O)Nc1cccc(C(=O)OC2CCOC2=O)c1 (stereo unspecified)
  A: ?	B: 2%	C: -15%	D: 0%	E: 11%	F: -4%

> CN1CCN(c2ccc(S(=O)(=O)N3CCCCC3)cc2NC(=O)Cc2ccc(Cl)cc2)CC1
  A: ?	B: ?	C: 6%	D: 0%	E: ?	F: 4%

# Reformatted with values under each structure: entries from further up.
# Every second line gives: Pf growth 48h	Pf growth 96h	TbPYK inhibitor	LmPK inh	HCV inh	Sm TGR block
> CCC(=O)NCCC1CCc2ccc3c(c21)CCO3 (stereo unspecified)
 : -1%	-18%	-3%	.	.	.
> CN(C)S(=O)(=O)NCCNc1ccc(C(F)(F)F)cc1[N+](=O)[O-]
 : 14%	?	-23%	5%	?	16%
